# Screening results: PubChem BioAssay, National Center for Advancing Translational Sciences (NCATS)
# aSyn rescue = inhibitors of alpha-synuclein toxicity in yeast; Yeast expressing alpha-synuclein, growth rescue, BacTiter-Glo, 24 h; Potency, µM (top dose mostly 46.1 µM), without a hit: at the highest dose growth rescue (activation), most hits filed as activators; hit rate 0.14% among 370,000; AID 652106; note: potency is the fitted concentration of half-maximal effect; % of control where 0% means no effect; nearly all actives have a fitted effect of over 65% in size
#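 Screening used galactose-induced yeast with toxic alpha-synuclein levels, exposed to compound for 24 hr at 30 deg C. Cell growth, read with BacTiter-Glo luminescence, gave the measured signal.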
# FUS yeast rescue = suppressors of FUS proteinopathy in yeast; hit rate 0.24% among 390,000; Potency, µM (highest dose often 76.6 µM), for inactives: at the highest dose growth rescue (activation), most hits filed as activators; S. cerevisiae FUS-expressing, growth rescue, OD600, 24 h;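 note: potency is the fitted concentration of half-maximal effect; plate controls were DMSO vehicle for no effect and reference control for full effect; nearly all actives have a fitted effect of over 55% in size; some results filed as inactive show a strong effect at the top dose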
#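 Toxicity suppression screen in FUS-yeast. Cells induced with 2% galactose, starting OD 0.005, treated 24hr at 30C with compounds at multiple final concentrations; growth by OD600.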
# EPAC1 antagonist = blocks human EPAC1 exchange factor; hit rate 0.14% among 360,000; Potency, µM (highest dose often 115 µM), for inactives: top-dose activity change, negative = inhibition, most hits filed as inhibitors; O95398; AID 720709; EPAC1 GEF assay, Rap1b-BODIPY-GDP exchange fluorescence;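 note: potency is the fitted concentration of half-maximal effect; plate controls were vehicle for no effect and positive control for full effect; nearly all actives have a fitted effect of over 50% in size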
# EPAC1 agonist = agonists of human EPAC1; O95398; hit rate 0.073% among 360,000; Potency, µM (titrated, usually from 154 µM), without a hit: at the highest dose activation, hits mostly activators; EPAC1 agonist qHTS, biochemical assay; response scale: 100% = response to 6.5 mM cAMP; AID 720707; note: potency is the fitted concentration of half-maximal effect; nearly all actives have a fitted effect of over 60% in size
#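 Nucleotide exchange by EPAC1 (100 nM) on Rap1B–BODIPY-GDP (250 nM) in the presence of 50 uM GDP is tracked fluorescently at 480/540 nm over 30 min. Signals are normalized to a 6.5 mM cAMP control.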
# IL2 activator = IL-2 activation; hit rate 0.065% among 360,000; activation, % (series mostly up to about 46 µM); IL-2 activation reporter assay, cell-based qHTS; stimulated with anti-CD3/CD4/CD28 beads; in transgenic mouse T cells; AID 652025; in the data active = activation above about 50%; inconclusive = mostly about 30% to 49%; note: 0% is about no effect
#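 Unstimulated transgenic mouse T cells, 750 per well, received compound and, after 60 minutes, anti-CD3/anti-CD4 bead plus anti-CD28 stimulation. EGFP and DsRed were quantified after 18 hours.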
# WRN helicase inh = blocks human WRN helicase; hit rate 0.46% among 360,000; WRN helicase unwinding, fluorescent forked duplex, kinetic; AID 651768; Q14191; Potency, µM (highest dose often 114 µM), for the others: at the highest dose activity change, negative = inhibition, usual class: inhibitors; note: potency is the fitted concentration of half-maximal effect; % is set by controls: 0 for no effect and ±100 for the full control effect; nearly all actives have a fitted effect of over 55% in size
#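 Screening of the MLSMR collection measured strand separation of a quenched forked DNA duplex (100 nM) by 20 nM WRN with 2 mM ATP, all final. Compounds were preincubated with enzyme 15 min at room temperature.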
# Abeta rescue = A-beta toxicity reversal in yeast | hit rate 0.063% among 410,000 | Potency, µM (titrated, usually from 46.1 µM), for the others: at the highest dose growth rescue, hits mostly activators | yeast expressing A-beta42, growth rescue, OD600, 48 h; response scale: 0% DMSO, 100% iron-clioquinol control; note: potency is the fitted concentration of half-maximal effect; nearly all actives have a fitted effect of over 55% in size
#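 Growth rescue measured by 600 nm absorbance after 48 h yeast culture at 30 C with compound. Values normalized between DMSO and an equimolar ferric chloride plus clioquinol control.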
# PLK1 PBD block = inhibitors of human PLK1 polo-box domain binding | P53350 | Plk1 PBD binding of FITC phosphopeptide, fluorescence polarization | Potency, µM, for inactives: max response, negative = inhibition, most hits filed as inhibitors | hit rate 2.8% among 360,000 | AID 720504; note: potency is the fitted concentration of half-maximal effect; series mostly up to about 57 µM; % is set by controls: 0 for no effect and ±100 for the full control effect; nearly all actives have a fitted effect of over 65% in size
# PI5P4K alpha inh = blocks human PI5P4K alpha kinase activity | PI5P4Kalpha enzyme, ADP-Glo luminescence, 60 min; hits give low values | P48426 | max response, % | hit rate 1.2% among 330,000; active = max response of -50% or lower; inconclusive = between -30% and -50%; inactive = -30% or higher; note: value at the top dose of about 77 µM; % is set by controls: 0 for no effect and ±100 for the full control effect
#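 qHTS, 1536-well: enzyme/substrate mix, compound by pin tool, 5 microM ATP final; RT 60 min; ADP-Glo reagents 1 (45 min) then 2 (30 min); luminescence.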
# Active calls of the source: *; ? = inconclusive; . = not tested or not shown; & = joins results of further samples; [ ] = another dose, or the depositor's remark. Unless noted, calls come from the whole dose curve; as a rule, active = well fitted curve in the direction sought with a large enough effect; inconclusive = small, poorly fitted or top-dose-only effect, or another doubt; inactive = no such curve, though single readings can be large; an effect the other way counts as inactive or inconclusive.
SMILES,aSyn rescue,FUS yeast rescue,EPAC1 antagonist,EPAC1 agonist,IL2 activator,WRN helicase inh,Abeta rescue,PLK1 PBD block,PI5P4K alpha inh
S=C1NCN(Cc2cccnc2)CN1c1cccc2ccccc12,2%,9%,18%,-6%,4.3,2%,-4%,5%,-3
CN(C)c1ccc(/C=N/NC(=O)CNC(=O)c2ccncc2)cc1,0%,12%,19%,-10%,0.0,6%,-9%,3%,-10
CCCCn1c(N)c(N(CC)C(=O)CCNC(=O)c2ccc(Cl)cc2)c(=O)[nH]c1=O,-7%,-10%,-7%,5%,3.5,-6%,7%,1%,-2
Cc1nc(-c2cccc(S(=O)(=O)N3CCC(C)CC3)c2)cs1,1%,12%,-2%,-1%,-0.1,-7%,-15%,?,-2
COc1cc(C2C3CN(C)CC=C3C(C#N)=C(N)C2(C#N)C#N)ccc1OC(C)C (configuration not stated),-4%,27%,?,-56%[inhibitor],-2.6,-11%,7%,?,0
COC(=O)Cn1c(C)nc([N+](=O)[O-])c1Br,0%,8%,-15%,-4%,-1.6,0%,-17%,-8%,-5
COc1ccc(NC(=O)[C@@H]2CCCN2C(=O)c2cccs2)cc1S(=O)(=O)N1CCCCC1,0%,21%,1%,2%,2.3,6%,-5%,1%,2
OCCCNc1ncnc2sc(-c3ccccc3)cc12,-2%,9%,?,-8%,-0.4,-24%,-15%,-16%,5
Cc1c(C(=O)N/N=C/c2ccc(O)cc2)sc(=S)n1C,6%,.,7%,-3%,1.3,-7%,7%,-2%,-6
O=C(CSc1ccc([N+](=O)[O-])cn1)Nc1ccc2[nH]c(=O)[nH]c2c1,1%,9%,15%,9%,0.6,5%,3%,-25%,-11
CC(=O)N1N=C(c2cccs2)CC1c1cccs1 (configuration not stated),6%,6%,-7%,13%,1.4,6%,33%,-4%,-2
NC(=O)CC(NC(=O)Cc1ccc(Br)cc1)c1ccc(N2CCC(N3CCCCC3)CC2)c([N+](=O)[O-])c1 (configuration not stated),-1%,2%,2%,8%,-0.1,-1%,0%,0%,2
Cc1ccc(NC(=O)Nc2ccccc2)c(Br)c1,-6%,21%,-17%,2%,-2.3,5%,20%,-9%,5
COc1cccc(C(=O)Nc2ccccc2NC(=O)c2cccc(OC)c2)c1,-30%[inhibitor],22%,-22%,16%,-0.6,4%,-10%,-4%,11
CCn1c(SCc2ccccc2F)nnc1-c1ccncc1,6%,13%,?,3%,-1.9,-1%,3%,-23%,1
Nc1nc(Nc2cccc(F)c2)nc(NCCO)c1[N+](=O)[O-],-2%,13%,-19%,2%,2.0,?,-15%,-11%,-63*
CCCCCNC(=O)CN(c1ccc2c(c1)OCO2)S(C)(=O)=O,-1%,4%,8%,-2%,-2.9,0%,-11%,-4%,.
COc1ccccc1-c1cnc(C(O)c2ccccc2)[nH]1 (configuration not stated),-7%,-10%,-17%,-15%,2.3,-4%[57.1 µM],0%,-12%,-7
COC(=O)CSc1cc([N+](=O)[O-])cc2c1c(C1OCCO1)nn2-c1ccccc1,3%,4%,22%,-8%,11,-8%[57.1 µM],-3%,2%,3
Cc1ccc(NC(C#N)c2ccccc2OCc2ccccc2)cc1 (configuration not stated),-3%,.,-12%,-7%,0.4,-1%,-18%,0%,-7

# Reformatted with two lines to a compound: entries from further up
# Every second line gives: aSyn rescue	FUS yeast rescue	EPAC1 antagonist	EPAC1 agonist	IL2 activator	WRN helicase inh	Abeta rescue	PLK1 PBD block	PI5P4K alpha inh
COC(=O)Cn1c(C)nc([N+](=O)[O-])c1Br
 : 0%	8%	-15%	-4%	-1.6	0%	-17%	-8%	-5
COc1ccc(NC(=O)[C@@H]2CCCN2C(=O)c2cccs2)cc1S(=O)(=O)N1CCCCC1
 : 0%	21%	1%	2%	2.3	6%	-5%	1%	2

# Continuation.
SMILES,aSyn rescue,FUS yeast rescue,EPAC1 antagonist,EPAC1 agonist,IL2 activator,WRN helicase inh,Abeta rescue,PLK1 PBD block,PI5P4K alpha inh
COc1ccc(-c2csc(NC(=O)CCN3C(=O)C4CC=CCC4C3=O)n2)cc1OC (configuration not stated),3%,19%,-28%,-11%,-4.2,-9%,5%,-2%,-1
Cc1ccc(Nc2nc(COC(=O)C3CC3)cs2)cc1,-24%,16%,-2%,1%,0.5,-5%,-2%,0%,-6
CC(=O)NN=C(C)c1ccc(NC(=O)C2CC2)cc1,-9%,-12%,1%,17%,-0.8,-1%,-15%,-11%,4
Cc1cc(C)cc(NC(=O)c2ccc(CSc3nnnn3C)cc2)c1,5%,14%,-7%,0%,0.0,-12%,-14%,-5%,6
COc1ccc(OC)c(NC(=S)N2CCN(C/C=C/c3ccccc3)CC2)c1,-2%,-3%,-1%,-4%,-2.8,2%,8%,-5%,-3
Cc1nn(Cc2ccccc2)c2c1C(c1ccncc1)C(C#N)=C(N)O2 (configuration not stated),7%,.,4%,-5%,-3.3,1%,-3%,-29%,-9
O=c1cnnc(Nc2ccccc2)[nH]1,1%,-11%,-1%,8%,0.4,-8%,5%,-10%,-1
CC(=O)c1ccc(OCCCC(=O)Nc2cc(S(=O)(=O)N3CCCCC3)ccc2C)cc1,2%,?,-4%,0%,-2.4,-3%,-12%,-21%,-7
O=C(NCCNC(=O)c1ccccn1)c1ccc(-c2ccccc2)cc1,0%,6%,-9%,0%,-0.3,0%,6%,7%,-11
O=c1c(N2CCCCC2)coc2ccccc12,-1%,3%,11%,-10%,-1.6,4%,-4%,0%,2
Cn1nc(C2CC2)cc1NC(=O)C1(C)CCN1C(=O)CCc1ccccc1 (configuration not stated),3%,-14%,6%,-7%,-0.6,5%,8%,-1%,-4
CN1/C(=C/C=C/c2n(C)c3cc([N+](=O)[O-])c([N+](=O)[O-])cc3[n+]2C)C(C)(C)c2ccccc21,-46%[inhibitor],4%,?,-21%,-1.4,?,-63%[inhibitor],4%,?
Cc1ccc(NC(=O)C2CC(=O)N(Cc3ccccc3)C2)cc1S(=O)(=O)N1CCCCCC1 (configuration not stated),-3%,?,-25%,8%,-3.8,?,7%,-6%,1
O=C(NCCN1CCN(C(=O)c2cccc(Br)c2)CC1)C(=O)NCc1ccccc1,-10%,27%,-3%,8%,-1.3,-34%,3%,-6%,8
COc1cc(NS(=O)(=O)c2ccc3c(c2)C(C)(C)C(=O)N3C)cc(OC)c1,?,2%,-13%,-4%,-0.5,-18%,3%,-8%,?
CCCCN(CC)CCNC(=O)c1cc2c(-c3ccc(Cl)cc3)nn(C)c2s1,3%&-11%,23%&6%,4%,6%,0.1,88%[activator],-17%&-8%,-2%,8
O=C1C2CC(O)CN2C(=O)N1c1ccccc1 (configuration not stated),3%,-22%,13%,2%,0.4,2%,-2%,-3%,-3
COc1ccc(N(C(=O)Nc2ccc(Cl)cc2)C2=NCCC2)cc1,1%,2%,4%,12%,-0.8,-7%,-6%,2%,.
CCOc1ccc(CN2CCCC(CO)(Cc3ccc(F)cc3)C2)cc1 (configuration not stated),6%,2%,5%,-2%,-0.7,-2%,1%,-9%,6
O=C(NCCC(=O)N1CCN(c2ccccn2)CC1)c1ccc(Br)cc1,1%,6%,7%,2%,-4.4,0%,-2%,4%,0

# Printed as active in PI5P4K alpha inh, of those listed so far:
SMILES	EPAC1 antagonist	IL2 activator	WRN helicase inh	PLK1 PBD block	PI5P4K alpha inh
Nc1nc(Nc2cccc(F)c2)nc(NCCO)c1[N+](=O)[O-]	-19%	2.0	?	-11%	-63*

# Four of the entries above in order of the PLK1 PBD block value, largest number first.
smiles	EPAC1 antagonist	IL2 activator	WRN helicase inh	PLK1 PBD block	PI5P4K alpha inh
Cc1ccc(Nc2nc(COC(=O)C3CC3)cs2)cc1	-2%	0.5	-5%	0%	-6
CCCCN(CC)CCNC(=O)c1cc2c(-c3ccc(Cl)cc3)nn(C)c2s1	4%	0.1	88%[activator]	-2%	8
Cc1cc(C)cc(NC(=O)c2ccc(CSc3nnnn3C)cc2)c1	-7%	0.0	-12%	-5%	6
Cc1nn(Cc2ccccc2)c2c1C(c1ccncc1)C(C#N)=C(N)O2 (configuration not stated)	4%	-3.3	1%	-29%	-9

# An excerpt from above, limited to PI5P4K alpha inh, EPAC1 antagonist and PLK1 PBD block.
structure	PI5P4K alpha inh	EPAC1 antagonist	PLK1 PBD block
O=c1cnnc(Nc2ccccc2)[nH]1	-1	-1%	-10%
CC(=O)c1ccc(OCCCC(=O)Nc2cc(S(=O)(=O)N3CCCCC3)ccc2C)cc1	-7	-4%	-21%
O=C(NCCNC(=O)c1ccccn1)c1ccc(-c2ccccc2)cc1	-11	-9%	7%

# More results.
SMILES,aSyn rescue,FUS yeast rescue,EPAC1 antagonist,EPAC1 agonist,IL2 activator,WRN helicase inh,Abeta rescue,PLK1 PBD block,PI5P4K alpha inh
CNC(=O)NC(=O)C(C)N1CCN(C/C=C/c2ccccc2)CC1 (configuration not stated),5%,5%,6%,-5%,0.3,2%,-8%,0%,6
CCNC(=O)NC(=O)C(C)OC(=O)c1oc2ccc(OCC)cc2c1C (configuration not stated),-15%,-2%,9%,-11%,2.3,-5%,18%,4%,-9
COC(=O)c1sc(NC(=O)c2oc3ccccc3c2C)nc1C,-7%,-35%,1%,-4%,1.2,4%,10%,1%,-12
CN1C(C(=O)Nc2ccc(C(=O)O)cc2)=C(O)c2ccccc2S1(=O)=O,-6%,-2%,-13%,7%,1.0,8%,-20%,-5%,2
c1ccc2c(-c3c[nH]c4ccccc34)c3ccccc3nc2c1,-3%,19%,1%,17%,-1.4,-3%,-68%[inhibitor],-21%,0
Cn1c(=O)c2c(ncn2CCC(=O)N/N=C/c2cccnc2)n(C)c1=O,3%,6%,-10%,0%,-0.4,5%,5%,-5%,-5
